AI-2 QS modul: modulators of Vibrio harveyi AI-2 quorum sensing system. Vibrio harveyi JMH597 AI-2 luminescence/OD600 ratio, 9 h; hits give low values; strain lacks LuxN and CqsS sensors; 0 = neutral-control median. activity change, % at 7.5 µM. 300,000 compounds, 0.4% hits. AID 2094; in the data active = activity change below about -75%, passing the limit was not always enough; inconclusive = no clear call, values can overlap the other calls;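 note: luminescence divided by OD600 gain over 9 h not by final OD600 alone; inactives centre near 13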
HSP90 inh: inhibitors of HSP90 luciferase refolding in rabbit reticulocyte lysate. luciferase refolding luminescence, 3 h. inhibition, % at 5.6 µM. 290,000 compounds, 0.91% hits;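 active = inhibition above the screen-wide mean plus 3 SD, computed separately per campaign, cut at about 16% in these data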;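 note: 0% = DMSO wells and 100% = 60 µM geldanamycin wells; inhibitors lower the luminescence because luciferase stays unfolded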
HSF-1 act: increases HSF-1 driven luciferase reporter signal. NIH3T3-HGL HSF-1 luciferase reporter, MG132, 8 h; 100% = twice DMSO control signal. activation, % at 9 µM. 300,000 compounds, 1.7% hits. AID 504408;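 active = mean replicate activation of at least 50% with a set share of replicates each reaching 50%; inconclusive = only one of those two conditions met; inactive = mean below 50% and too few replicates reaching it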;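 note: 0% = median of the neutral control wells and 100% = twice that signal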
IEC-6 tox: counter-screen for KLF5 inhibitors: cytotoxicity in IEC-6 cells; inhibition, % at 5 µM; IEC-6 cytotoxicity, luminescence viability; 290,000 compounds, 0.78% hits; AID 1825; in the data active = inhibition above about 22%;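 note: 0% = plate median of test compound wells and 100% = cytotoxic reference compound wells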
KLF5 inh: kruppel-like factor 5 inhibition | DLD-1 KLF5 promoter-luciferase reporter, luminescence | inhibition, % at 5 µM | 290,000 compounds, 0.23% hits;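 active = inhibition above a per-plate limit of that plate's mean compound inhibition plus 3 SD, cut at about 60% in these data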;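 note: 0% = DMSO wells and 100% = LY294002 at 200 µM; higher means less KLF5 promoter-driven luciferase light; inactives centre near -14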
PolyA inhibitor: inhibitors of polyadenylation in S. cerevisiae; S. cerevisiae SKY197-pL101 polyadenylation reporter, beta-gal luminescence; efflux-impaired pdr1/pdr3 knockout yeast; score 100 = 6 SD above DMSO; calls only at 12 µM; 300,000 compounds, 0.02% hits; AID 1875;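 active = lowest replicate activity score at least 50, where 100 means six control SD above control mean; inconclusive = lowest score under 50 but half or more replicates reach 50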;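 note: yeast exposed to compound for 9 h at 30 °C; higher score means more reporter readthrough which indicates perturbed polyadenylation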
aSyn 5UTR inh: 5' untranslated region of α-synuclein, MLPCN primary screen. alpha-synuclein 5'UTR reporter, inhibitor activity. inhibition, % (tested at 7.5 µM). 300,000 compounds, 0.82% hits. AID 1813; in the data active = inhibition above about 60%; inconclusive = no clear call, values can overlap the other calls;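 note: H4 neuroglioblastoma cells stably carrying SNCA 5'UTR luciferase fusion; 0% = DMSO wells and 100% = positive control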
HSF1 inhib: HSF1 inhibition. AID 2098. 300,000 compounds, 0.77% hits. NIH3T3-HGL HSE-luciferase, MG132-induced, luminescence 8 h; hits give low values. activity change, negative = inhibition, % at 7.5 µM (by protocol);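 active = more than half of replicate wells show activity change below -50%, luminescence cut by over half; inconclusive = some wells, but at most half, below -50%; inactive = no replicate well below -50%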;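 note: luciferase reports HSF-1 transcriptional activity via heat shock element; 0% = median of DMSO wells and -100% = zero luminescence signal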
GSK3B inh: blocks human GSK3beta kinase activity; activity score (negative = inhibition), % at 10 µM; GST-GSK3beta kinase, ADP-Glo luminescence, 60 min; hits give low values; 300,000 compounds, 0.038% hits; P49841;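 active = more than half of replicate wells score below -50%, meaning over 50% inhibition versus plate controls; inconclusive = some replicates but at most half score below -50%; inactive = no replicate scores below -50%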;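 note: 0% = median DMSO wells and -100% = median GW8510 positive control wells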
Target sequence (P49841 whole entry, looked up): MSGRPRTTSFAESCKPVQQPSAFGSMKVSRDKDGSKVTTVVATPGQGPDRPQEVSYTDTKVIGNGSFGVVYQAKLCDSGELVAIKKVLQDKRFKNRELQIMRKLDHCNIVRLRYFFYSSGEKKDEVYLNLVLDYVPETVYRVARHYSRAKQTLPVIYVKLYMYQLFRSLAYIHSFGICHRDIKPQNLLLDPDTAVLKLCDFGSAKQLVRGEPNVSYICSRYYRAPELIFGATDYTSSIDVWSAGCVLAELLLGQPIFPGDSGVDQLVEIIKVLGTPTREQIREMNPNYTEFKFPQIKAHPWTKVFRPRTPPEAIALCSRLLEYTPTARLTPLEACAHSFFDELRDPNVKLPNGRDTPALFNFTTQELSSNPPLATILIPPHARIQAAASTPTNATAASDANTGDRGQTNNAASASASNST
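Assay system: GST-fused GSK3beta enzyme, cell-free / Medium: Tris pH 7.5 buffer with MgCl2, DTT, BSA, heparin / Also added: peptide substrate plus 25 µM ATP (final) / Compound: 10 µM single point / Timing: kinase reaction with compound 60 min at room temperature / Detection: ADP-Glo luminescence / Benchmarks: DMSO neutral wells and GW8510 at 20 µM as positive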
GSK3 alpha inh: blocks human GSK-3 alpha kinase | inhibition, % at 10 µM | ADP-Glo luminescence, 60 min | P49840 | 320,000 compounds, 0.1% hits;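 in the data active = inhibition above about 50%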;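 note: GST-tagged GSK-3 alpha with peptide substrate and 25 µM ATP; 0% = DMSO neutral wells and 100% = GW8510 positive control wells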
Target sequence (P49840 whole entry, looked up): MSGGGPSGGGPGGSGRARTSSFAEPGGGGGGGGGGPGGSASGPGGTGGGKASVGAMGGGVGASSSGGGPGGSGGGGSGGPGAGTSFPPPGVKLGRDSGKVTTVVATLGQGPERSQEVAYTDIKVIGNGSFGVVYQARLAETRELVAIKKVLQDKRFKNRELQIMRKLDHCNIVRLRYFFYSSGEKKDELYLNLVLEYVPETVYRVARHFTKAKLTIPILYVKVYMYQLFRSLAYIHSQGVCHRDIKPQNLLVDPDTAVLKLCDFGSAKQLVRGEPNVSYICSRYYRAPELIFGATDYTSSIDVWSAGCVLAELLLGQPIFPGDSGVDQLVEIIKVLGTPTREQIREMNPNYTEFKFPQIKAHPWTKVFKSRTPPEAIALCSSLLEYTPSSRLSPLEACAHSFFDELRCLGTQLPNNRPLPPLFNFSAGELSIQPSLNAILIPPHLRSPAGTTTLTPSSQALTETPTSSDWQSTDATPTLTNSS
* = called active by the depositor; i = inactive; ? = inconclusive; . = no result given. Some of the compounds tested (hit frequency here may not be typical).

SMILES | AI-2 QS modul | HSP90 inh | HSF-1 act | IEC-6 tox | KLF5 inh | PolyA inhibitor | aSyn 5UTR inh | HSF1 inhib | GSK3B inh | GSK3 alpha inh
Cc1cc(C)nc(CCNC(=O)c2cc(COc3ccccc3)on2)n1 | 17 | 1 | 23 | -5 | -38 | i | -14 | 14 | 2 | -1
CCOCCc1nnc(NC(=O)C2CC(=O)N(CCc3ccc(F)cc3)C2)s1 (centres undefined) | 20 | -3 | 10 | -2 | -4 | i | -5 | 9 | -3 | -3
O=C(CCCn1c(SCC(=O)NCC2CCCO2)nc2ccccc2c1=O)NCc1ccccc1 (centres undefined) | 6 | 1 | -9 | 0 | -20 | i | 21 | -2 | 1 | -1
O=[N+]([O-])c1ccc(CSc2nnc3ccccn23)cc1 | 9 | 7 | 41 | -1 | -14 | i | 25 | 17 | 3 | -2
CCc1ccc(-c2cc(C)no2)cc1S(=O)(=O)NCCN1CCC(C)CC1 | 16 | 5 | -4 | 6 | -1 | i | 30 | -8 | 0 | 4
CCOc1ccc(CN2CCC(n3nccc3NC(=O)c3ccccc3OC)CC2)cc1 | 23 | -5 | 2 | -10 | 0 | i | 2 | -1 | 0 | 0
COc1cccc2c1CCC(NC(C)=O)C2=O (centres undefined) | 2 | 5 | 7 | 7 | -19 | i | -15 | -2 | -2 | 0
C=CCN1C=CC(=O)CC1 | 10 | . | 21 | . | . | i | 7 | 7 | -3 | -2
O=C(NCCN1CCN(Cc2ccccc2)CC1)Nc1cc(Cl)cc(Cl)c1 | 20 | 0 | 4 | 3 | 2 | i | 24 | 1 | -2 | -3
COc1ccc(CNC(=O)C2CCN(c3nn4c(=O)cc(C)nc4s3)CC2)cc1 | 19 | 2 | -5 | 3 | -5 | i | -11 | 0 | 1 | -1
COc1ccccc1OCC(=O)NNC(=O)c1cccs1 | 10 | 0 | 5 | -4 | -35 | i | -7 | -5 | 2 | -2
O=C(NCC(c1cccs1)N1CCOCC1)c1ccc(Cl)c([N+](=O)[O-])c1 (centres undefined) | 22 | 5 | -13 | -1 | -9 | i | -16 | -9 | -2 | -1
CCOc1ccc(CCNC(=O)COC(=O)c2ccc(S(C)(=O)=O)cc2)cc1OCC | -1 | . | -10 | . | . | i | 9 | -8 | -3 | 5
CC(C)(C)NC(=O)C(c1cccnc1)N(C(=O)c1ccc(Cl)nc1)C1CCCC1 (centres undefined) | 16 | -3 | -16 | -3 | -21 | i | 12 | -5 | 1 | 1
Cc1ccccc1NC(=S)c1ccc2ccccc2n1 | 11 | -5 | 39 | 3 | -61 | i | -110 | 18 | 0 | -3
COc1ccc(C)cc1Nc1ccc(C(=O)O)cc1[N+](=O)[O-] | 45 | 1 | 13 | -5 | -5 | i | 3 | 0 | 4 | -4
COc1ccc(S(=O)(=O)Cc2ccc(C(=O)N3CCN(c4ncccn4)CC3)o2)cc1 | . | -4 | . | -1 | -15 | . | . | . | . | -3
CCN(CC)CCN1C(=O)c2oc3ccccc3c(=O)c2C1c1cccc(Br)c1 (centres undefined) | 11 | 3 | 4 | 1 | -10 | i | 4 | 5 | 1 | 0
Cc1ccc(-c2nnc3n2CCCCC3)cc1 | 16 | 6 | -5 | -1 | -11 | i | -24 | -2 | 1 | 1
CC(=O)c1cc(F)c(N2CCCCCC2)cc1C | 27 | 1 | -8 | 1 | -5 | i | -30 | -1 | -3 | -1
C=CCNc1nc(-c2c(C)nc3sccn23)cs1 | 3 | -2 | -1 | -5 | -19 | i | -12 | -5 | 4 | -1
Cc1cc(C(=O)CSc2nnc(N)s2)c(C)n1CCc1ccc(Cl)cc1 | 16 | 2 | 32 | -5 | -7 | i | -36 | 20 | -1 | -2
CCN(CC(=O)NCc1cccs1)S(=O)(=O)c1ccc(C(C)C)cc1 | 3 | -1 | -12 | -5 | -59 | i | -10 | 0 | -3 | -2
Cc1ccc(/C=C/C(=O)N2CCN(S(=O)(=O)c3cccs3)CC2)o1 | 10 | 0 | -18 | 1 | -17 | i | 28 | 2 | 1 | -1
Cc1ccc(SCCN2CCC(O)CCC2=O)cc1 (centres undefined) | 18 | -3 | 7 | -2 | -17 | i | -14 | 9 | 0 | -3
O=C(c1ccccc1)c1c[nH]c2cc3c(cc2c1=O)OCO3 | 24 | 3 | -9 | 1 | 4 | i | -15 | -16 | 0 | .
COc1ccccc1CNC(=O)COC(=O)Cc1cccs1 | 7 | -4 | -9 | -8 | -15 | i | -6 | -6 | 1 | 1
CC/C(=C\C(=O)c1cccnc1)Nc1ccc(C)c(C)c1 | 14 | 3 | 21 | 9 | -18 | i | 23 | 22 | -1 | -3
Cc1cc(C)c2c(=O)[nH]c(SCC(=O)NCCc3ccccc3)nc2n1 | 9 | -2 | 5 | 0 | -22 | i | -14 | 12 | -3 | -6
O=C(c1ccc(NS(=O)(=O)c2ccc(F)cc2)cc1)N1CCC1 | 10 | . | 1 | . | . | . | 0 | -3 | -4 | 0

Exported field by field: part of the list above.
Cc1ccc(/C=C/C(=O)N2CCN(S(=O)(=O)c3cccs3)CC2)o1
  AI-2 QS modul: 10	HSP90 inh: 0	HSF-1 act: -18	IEC-6 tox: 1	KLF5 inh: -17	PolyA inhibitor: i	aSyn 5UTR inh: 28	HSF1 inhib: 2	GSK3B inh: 1	GSK3 alpha inh: -1

Cc1ccccc1NC(=S)c1ccc2ccccc2n1
  AI-2 QS modul: 11	HSP90 inh: -5	HSF-1 act: 39	IEC-6 tox: 3	KLF5 inh: -61	PolyA inhibitor: i	aSyn 5UTR inh: -110	HSF1 inhib: 18	GSK3B inh: 0	GSK3 alpha inh: -3

CCOc1ccc(CCNC(=O)COC(=O)c2ccc(S(C)(=O)=O)cc2)cc1OCC
  AI-2 QS modul: -1	HSP90 inh: .	HSF-1 act: -10	IEC-6 tox: .	KLF5 inh: .	PolyA inhibitor: i	aSyn 5UTR inh: 9	HSF1 inhib: -8	GSK3B inh: -3	GSK3 alpha inh: 5

O=C(NCCN1CCN(Cc2ccccc2)CC1)Nc1cc(Cl)cc(Cl)c1
  AI-2 QS modul: 20	HSP90 inh: 0	HSF-1 act: 4	IEC-6 tox: 3	KLF5 inh: 2	PolyA inhibitor: i	aSyn 5UTR inh: 24	HSF1 inhib: 1	GSK3B inh: -2	GSK3 alpha inh: -3

Next structures follow:
SMILES | AI-2 QS modul | HSP90 inh | HSF-1 act | IEC-6 tox | KLF5 inh | PolyA inhibitor | aSyn 5UTR inh | HSF1 inhib | GSK3B inh | GSK3 alpha inh
N#Cc1ccccc1CSc1ncccc1C(=O)O | 33 | 0 | 3 | 7 | 10 | i | 22 | -1 | 0 | 3
O=C(C1CCC1)N1CCN(c2ccccc2)CC1 | 13 | -1 | -7 | -3 | -11 | i | -5 | -10 | 0 | 0
Cc1ccc(CN(Cc2ccco2)C(=O)c2ccco2)cc1 | 6 | 0 | 11 | 3 | -7 | i | 2 | 2 | -2 | -1
O=C(CCC(=O)N(CC(=O)NC1CCCCC1)Cc1ccccc1)Nc1nccs1 | 14 | 3 | -11 | 0 | -9 | i | -2 | -5 | 2 | -3
COc1ccc(NC(=O)CN(C)C(=O)c2c(-c3ccccc3Cl)noc2C)cc1 | 5 | . | 0 | . | . | i | -4 | 5 | -5 | -1
CC1=Nc2cc(C(=O)NCCCOC(C)C)ccc2Sc2ccccc21 | 27 | 2 | 3 | 8 | -30 | i | -29 | -3 | 2 | -3
O=C1N/C(=N\N=C\c2cccnc2)SC1Cc1ccc(SC(F)F)cc1 (centres undefined) | 1 | -1 | -17 | -3 | -23 | i | ? | -19 | 1 | -2
CCC(=O)c1ccc(OCC(=O)N(C)CC(=O)Nc2cccc(F)c2)cc1 | 2 | -6 | -9 | -5 | 11 | i | 6 | 4 | 2 | -1
CC(OC(=O)c1ccc2c(=O)n3c(nc2c1)CCCCC3)C(N)=O (centres undefined) | 24 | -3 | 34 | -2 | 0 | i | 14 | 2 | 1 | .
COc1ccc(OC)c(S(=O)(=O)N2CCC(C(=O)NCc3ccccn3)CC2)c1 | 19 | -6 | -1 | 2 | -14 | i | 3 | -10 | -1 | -2
C/C(=N\NC(=O)Cc1ccccc1)c1cccs1 | 25 | 1 | -11 | -1 | -6 | i | 24 | -8 | 2 | -4
COc1ccc(-n2nc(C)c3c(=O)c4c([nH]c32)CCCC4)cc1 | 6 | -2 | 5 | 2 | -10 | i | 6 | 5 | 0 | -4
Nc1c2c(nn1-c1ccc(C(=O)O)cc1)CNC2 | 20 | 2 | 3 | -1 | -35 | i | -9 | -1 | -4 | -1
Cc1ccc(-c2nc3ccccc3c(C(=O)NCc3cccs3)c2C)cc1 | 23 | -4 | 4 | -1 | -24 | i | -11 | 3 | 5 | 4
O=C(O)c1cc(NC(=O)c2ccc3c(c2)C(=O)N(Cc2ccccc2)C3=O)cc(C(=O)O)c1 | 20 | 2 | 4 | -4 | -24 | i | -14 | -2 | 2 | 0
Cc1cccc(C(=O)N2CCC(c3nc(-c4ccc(S(=O)(=O)N5CCOCC5)cc4)no3)CC2)c1 | 4 | 0 | -2 | 3 | 16 | i | 16 | -8 | 3 | -5
CC(=O)Nc1cccc(-c2nc3ccccc3c(=O)o2)c1 | 15 | 2 | 4 | 3 | -33 | i | 3 | -10 | 1 | -2
Cc1cc(C)cc(C(=O)Nc2nnc(SCC(=O)NCC3CCCO3)s2)c1 (centres undefined) | 5 | 2 | 18 | 3 | -16 | i | 14 | 3 | -1 | 0
CN(C)CCN1CC(C(=O)O)CC1=O (centres undefined) | 21 | 0 | -16 | -4 | 10 | i | 8 | -2 | -2 | -4
CNC(=O)c1[nH]cnc1C(=O)N[C@@H](Cc1ccccc1)C(=O)OCc1ccccc1 | 1 | 7 | 45 | 8 | -9 | i | 4 | 30 | 3 | 2
O=C(/C=C/c1ccc(OC(F)F)cc1)Nc1cccc(S(=O)(=O)N2CCOCC2)c1 | 11 | -3 | 3 | 3 | -14 | i | -49 | 6 | 1 | -1
Cc1ccc(C)c(N(C(=O)c2snc(C(N)=O)c2N)C(C(=O)NCC2CCCO2)c2cccs2)c1 (centres undefined) | 15 | 3 | 2 | 3 | 12 | i | -17 | -8 | 0 | 2
COc1ccc(CN2CCCC(C(=O)N3CCCC3)C2)c(OC)c1 (centres undefined) | 7 | 1 | 14 | 5 | 1 | i | -4 | -10 | 2 | 2

Compound activity deposited in PubChem BioAssay by several laboratories.
